Compound activity as filed in PubChem BioAssay.
Polio RdRp inh – inhibitors of poliovirus RNA polymerase binding and polymerization | AID 588519 | P03300 | hit rate 0.66% among 150,000 | poliovirus polymerase elongation, fluorescence polarization; hits give low values | % elongation, % (compound at 16.7 µg/mL); in the data active means % elongation below about 90%; further: some results filed as inactive read as strong as hits
Target sequence (P03300 1749-2209 limits assumed): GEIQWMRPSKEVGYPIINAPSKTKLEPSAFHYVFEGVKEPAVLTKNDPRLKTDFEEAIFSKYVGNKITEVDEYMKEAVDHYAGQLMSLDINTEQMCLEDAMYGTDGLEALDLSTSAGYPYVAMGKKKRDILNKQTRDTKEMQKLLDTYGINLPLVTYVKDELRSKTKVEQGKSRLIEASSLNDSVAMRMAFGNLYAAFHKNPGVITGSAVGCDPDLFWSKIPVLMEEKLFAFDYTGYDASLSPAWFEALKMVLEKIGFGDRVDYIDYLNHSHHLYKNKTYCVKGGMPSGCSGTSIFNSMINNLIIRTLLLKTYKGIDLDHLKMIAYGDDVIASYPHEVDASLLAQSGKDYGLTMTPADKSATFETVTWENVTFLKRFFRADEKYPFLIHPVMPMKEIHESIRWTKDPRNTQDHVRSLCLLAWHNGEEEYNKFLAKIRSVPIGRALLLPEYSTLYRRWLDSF
Polio RdRp inh FP z-score – also measured in Polio RdRp inh; calls as there; z-score; measured here: FP z-score; hits read low
Active calls of the source: *; & = joins results of further samples. This is a subset; count on the stated rates, not on these rows.

The line under a structure holds: Polio RdRp inh | Polio RdRp inh FP z-score
Cc1c(C(=O)Nc2cccc(C(F)(F)F)c2)sc2nc3n(c(=O)c12)CCC3
 : 106 | 0
COc1ccc2c(c1)c1c(c(=O)n(-c3ccc(OC)c(OC)c3)c(=O)n1Cc1ccc(F)cc1)n2C
 : 106 | -0.3
CCc1ccc(NC(=S)N(Cc2ccco2)C2CCN(C(C)C)CC2)cc1
 : 99 | -0.4
CC(C)N1CCc2[nH]c(=S)[nH]c(=O)c2C1
 : 100 | -0.1
c1ccc(-c2ccc(Oc3cnccn3)cc2)cc1
 : 95 | -1.3
Cc1cccc(NC(=O)N2CCCC2C(=O)Nc2ccccc2)c1 (centres undefined)
 : 104 | 0.8
COc1ccc(C/C(N)=N/OC(C)=O)cc1OC
 : 99 | -0.3
Cc1ccccc1OCCC(=O)NCCc1ccccn1
 : 98 | -0.4
Nn1c(SCC(=O)Nc2ccccc2Oc2ccccc2)nnc1C1CC1
 : 105 | 0.3
Cc1ccc2c(c1)N(C(=O)CCC(=O)NCc1ccccc1F)CC(C)O2 (centres undefined)
 : 104 | -0.8
Cc1cccc(N=Cc2c(C)c(C#N)c3[nH]c4ccccc4n3c2=O)c1C
 : 56 | -8.2
CC1=NN(c2ccccc2)C(=O)/C1=C/c1cn(CC(O)CN2CCCCC2)c2ccccc12 (centres undefined)
 : 101 | -0.2
O=c1c(=O)n(Cc2ncc(-c3ccccc3)o2)c2cc(Cl)ccc2n1Cc1ccccc1
 : 105 | 0.3
CCc1cccc(C)c1NC(=O)Cn1c(=O)n(-c2cccc(C)c2)c(=O)c2c1c1cc(C)ccc1n2C
 : 108 | 0.2
CCOC(=O)c1cc(-c2ccc(F)cc2)n(CC(=O)NC2CCCCC2)c1C
 : 104 | 0

Compound profiles, as listed above. Order of values: Polio RdRp inh, Polio RdRp inh FP z-score
`CCc1cccc(C)c1NC(=O)Cn1c(=O)n(-c2cccc(C)c2)c(=O)c2c1c1cc(C)ccc1n2C` as listed: 108, 0.2
`O=c1c(=O)n(Cc2ncc(-c3ccccc3)o2)c2cc(Cl)ccc2n1Cc1ccccc1` as listed: 105, 0.3

Other compounds follow:
The line under a structure holds: Polio RdRp inh | Polio RdRp inh FP z-score
CN(C(=O)C1CC(c2ccccc2F)=NO1)c1ccccc1 (centres undefined)
 : 99 | -0.5
CC(C)C(=O)c1cn(CC(=O)NCC2CCCO2)c2ccccc12 (centres undefined)
 : 102 | 0.3
CC(C)(C)c1nc2scc(-c3ccc(Cl)cc3)n2n1
 : 104 | 0.1
N#C/C(=C\c1ccc(-c2cccc(Cl)c2)o1)C(N)=O
 : 100 | -0.4
O=S(=O)(c1ccc2nnn(O)c2c1)N1CCCCC1
 : 99 | -0.3
O=C(CN1N=C(c2ccc(Cl)cc2)CCC1=O)NCc1ccc(F)cc1
 : 106 | -1.1
CCOc1ccc(NC(=O)c2oc3ccccc3c2NC(=O)Cc2cccc(C)c2)cc1
 : 105 | 0.1
CN(C)C(=O)CCSc1nc2cc(Cl)ccc2o1
 : 103 | 0.3
Cc1ccccc1NC(=O)N1CCN(Cc2ccccc2)CC1
 : 102 | 0
O=C(Cn1sc2ccccc2c1=O)N1CCN(c2ccccc2)CC1
 : 102 | -0.3
O=C(CCc1ccco1)Nc1ccc(-c2nnc3n2CCCCC3)cc1
 : 99 | -0.5
COC(=O)C(Cc1c[nH]c2ccccc12)NS(C)(=O)=O (centres undefined)
 : 102 | 0
O=c1ccc(-c2ccc(S(=O)(=O)NCCN3CCCC3)s2)n[nH]1
 : 100 | -0.3
O=C1NC2(CCN(C(=O)c3ccc(Cl)cc3)CC2)N=C1c1ccccc1
 : 100 | -0.5
CC(=O)Nc1ccc(OC(=O)N2CCCC2)cc1
 : 100 | 0
CN(C)/N=C/c1ccc(P(N2CCOCC2)N2CCOCC2)o1
 : 101 | 0.1
O=C(c1ccc(F)cc1)N1CCCCC(Sc2ncnc3sc4c(c23)CCC4)C1=O (centres undefined)
 : 99 | -0.6
CCCc1cc(C(=O)N2CCCCCCC2)cs1
 : 103 | 0.2
COc1ccc(-n2c(-c3ccccc3F)nc3c(cnn3-c3ccc(C)cc3)c2=O)cc1
 : 107 | -0.5
O=C(/C=C/c1ccco1)N(Cc1ccco1)Cc1cccs1
 : 105 | 0.4
CC1(C)Oc2ccc(C#N)cc2[C@@H](OC2=CC(=O)CC2)[C@@H]1O
 : 102&101 | 0.5&0.3
Cc1ccc(C)c(N2CCN(C(=O)c3cn(CC(C)C)c(=O)c4c3c3ccccc3n4C)CC2)c1
 : 106 | 0.1
CCOC(=O)c1cc(-c2nnc(-c3ccc(C)cc3)o2)c(C)nc1C
 : 104 | 0.4
Cc1ccc(C2=NC(=O)/C(=C/c3cc(O)c(O)c(Br)c3)S2)cc1
 : 95 | -1.5
CCOc1cc(C2c3c(oc4ccc(F)cc4c3=O)C(=O)N2CCc2ccc(OC)cc2)ccc1O (centres undefined)
 : 103 | 0.4
CCOC(=O)C1CCCN(c2nc3c(S(=O)(=O)c4ccc(CC)cc4)nnn3c3ccsc23)C1 (centres undefined)
 : 102 | -0.5
COc1ccc(C(=O)NCc2nnc(SCC(=O)c3ccccc3)n2C)cc1
 : 100 | -0.1
CCN(CC)c1ccc(CN(C(=O)c2cc(=O)c3ccccc3o2)C2CCS(=O)(=O)C2)cc1 (centres undefined)
 : 106 | -0.3
O=c1c(-c2ccc3c(c2)OCCO3)coc2cc(O)cc(O)c12
 : 102 | 0.2
CC(c1nnc(SCc2ccc(C#N)cc2)n1-c1ccc(Cl)cc1)N1CCCCC1 (centres undefined)
 : 106 | 0.4
N#CC(C#N)=NNc1ccc(OC(F)(F)F)cc1
 : 99&100 | -0.3&0.1
CC(=O)N1c2ccccc2NC2=C(C(=O)CCC2)C1c1ccc(Cl)cc1 (centres undefined)
 : 101 | -0.2
CCOc1ccc2nc(Nc3ncc4c(n3)CCCC4=O)nc(C)c2c1
 : 105 | 0.2
O=C(CCSc1nc(-c2ccco2)cc(C(F)(F)F)n1)Nc1cccc(O)c1
 : 104 | 0
Fc1ccc(N2CCN(C3C4CC5CC(C4)CC3C5)CC2)cc1 (centres undefined)
 : 102 | 0.6
Cc1ccc(N2CCN(C(=O)c3ccccc3)CC2)c(C)c1
 : 102 | 0.5
O=S(=O)(c1ccc(Nc2nc3ccccc3n3nnnc23)cc1)N1CCOCC1
 : 103 | 0.2
COc1ccc(OC)c(S(=O)(=O)c2c(OC)ccc(OC)c2C(=O)O)c1
 : 106 | 0.4
Cc1c(C(=O)NC(=S)Nc2ccc(N3CCCCC3)c(Cl)c2)oc2ccccc12
 : 103 | 0.2
Nc1nc2c(c(Nc3ccccc3)n1)C(=O)CC(c1ccccc1)C2 (centres undefined)
 : 104 | 1
CCOC(=O)c1ccc(NC(=O)Nc2cccc(OCc3cc(=O)n4ccc(C)cc4n3)c2)cc1
 : 100 | -1.3
COc1ccc(CNC(=O)Cn2c(=O)ccc3cc(S(=O)(=O)N4CCCC4)ccc32)cc1
 : 100 | -1.8
Cc1csc(=O)n1CCSc1nnc(-c2cccs2)n1-c1ccccc1
 : 103 | 0.1
O=c1cc(CN2CCN(S(=O)(=O)c3ccc(Cl)cc3)CC2)nc2sc(-c3ccccc3F)nn12
 : 107 | -0.1
Cc1ccc2sc(N3CCN(C(=O)CCS(=O)(=O)c4ccc(F)cc4)CC3)nc2c1C
 : 97 | -2.5

3 records picked at random from the list so far, as already listed:
The line under a structure holds: Polio RdRp inh | Polio RdRp inh FP z-score
Cc1c(C(=O)NC(=S)Nc2ccc(N3CCCCC3)c(Cl)c2)oc2ccccc12
 : 103 | 0.2
Nc1nc2c(c(Nc3ccccc3)n1)C(=O)CC(c1ccccc1)C2 (centres undefined)
 : 104 | 1
COc1ccc(OC)c(S(=O)(=O)c2c(OC)ccc(OC)c2C(=O)O)c1
 : 106 | 0.4

Next records follow.
The line under a structure holds: Polio RdRp inh | Polio RdRp inh FP z-score
CCc1cccc2c(=O)c(C(=O)N3CCCC3)c[nH]c12
 : 103 | 0.3
NC(=O)COC(=O)c1ccc(S(=O)(=O)Nc2ccccc2)cc1
 : 106 | 0.5
Cn1cccc1C=NN1CCN(Cc2ccccc2)CC1
 : 102 | 0.5
Cc1ccccc1CN1CCCN(CC(=O)Nc2ccc3c(c2)OCCO3)S1(=O)=O
 : 104 | -0.6
COc1ccccc1Nc1sc(C(=O)c2ccc3c(c2)OCO3)c(N)c1S(=O)(=O)c1ccccc1
 : 114 | 1.8
O=C(Nc1ccc(Br)c(Cl)c1)C1CC1
 : 100 | -0.3
Cc1ccc(NC(=O)CSc2nnc(-c3ccc([N+](=O)[O-])cc3)o2)c(C)c1
 : 106 | -0.1
COc1ccc(N(Cc2coc(-c3ccccc3)n2)S(=O)(=O)c2ccccc2)cc1
 : 98 | -0.9
CN(C)C(CNC(=O)c1cncc(Br)c1)c1cccs1 (centres undefined)
 : 104 | 0.2
CCOc1ccc(-c2cccc(NS(=O)(=O)c3ccc(Cl)s3)c2)nn1
 : 107 | 0.1
COc1ccc(-c2cc(C(F)(F)F)n3ncc(C(=O)NC(C)(C)C)c3n2)cc1
 : 91 | -1.3
O=C(NCc1ccccc1)C1CCC(CNS(=O)(=O)c2ccc(Br)s2)CC1 (centres undefined)
 : 105 | -0.9
CC(C)(C)c1ccc(-c2nn3cnnc3s2)cc1
 : 101 | -0.3
O=S(=O)(c1ccc2nc(NCc3ccccc3Cl)ccc2c1)N1CCCCC1
 : 107 | 0.1
COc1ccc(CNC(=O)C(=O)NCC(c2cccs2)S(=O)(=O)c2ccc(C)cc2)cc1 (centres undefined)
 : 109 | 0.4
Cc1ccc[n+](Cc2cnc(C)nc2N)c1
 : 102 | -0.1
COc1ccc(C(=O)COC(=O)c2cccc(S(N)(=O)=O)c2)cc1
 : 101 | 0.1
Cc1cccc(OCC(=O)NC(Cc2c[nH]c3ccccc23)C(=O)O)c1 (centres undefined)
 : 103 | 0.3
CCN1CCN(C(=O)C2CCCN(c3nn4cc(-c5ccc(OC)cc5)nc4s3)C2)CC1 (centres undefined)
 : 107 | 0.9
Cc1cc(C(=O)COC(=O)[C@@H]2CCCN2C(=O)c2cccs2)c(C)n1-c1ccc2c(c1)OCCO2
 : 105 | 0.4
CC1CCCC(NC(=O)COC(=O)c2cccc(Br)c2)C1C (centres undefined)
 : 100 | -0.5
CCN(CC)C(=O)CSc1nc2cccnc2n1C
 : 102 | 0.2
Cc1ccc(CNc2nc3ccccc3s2)s1
 : 97 | -1.1
CCc1ccc(OCC(=O)Nc2ccc(Cl)c(-c3nc4ncccc4o3)c2)cc1
 : 109 | 0.8
CCN1CCN(C(c2ccc(F)cc2)c2sc3nc(-c4ccco4)nn3c2O)CC1 (centres undefined)
 : 114 | 1.5
Cc1nn(-c2ccccc2)c2sc(C(=O)Nc3ccc(Br)cc3)cc12
 : 106 | 0.2
O=C(/C=C/c1ccccc1)N1CCN(CCN2C(=O)C3C4C=CC(C4)C3C2=O)CC1 (centres undefined)
 : 101 | -0.2
Cc1nc(Nc2nc3ccccc3o2)[nH]c(=O)c1C
 : 98 | -0.9
O=C(OCc1nnc(-c2ccccc2)o1)c1cccc(S(=O)(=O)N2CCCC2)c1
 : 104 | 0.3
CCn1c(-c2ccc(C)cc2)cs/c1=N\N=C/c1ccc(O)c(OC)c1
 : 101 | -0.1
CCOc1ccc(C(=O)Nc2ccc(C(=O)OCc3cc(=O)n4nc(CC)sc4n3)cc2)cc1
 : 103 | -0.9
CCC(C)c1ccccc1NC(=O)c1ccc(=O)n(C)n1 (centres undefined)
 : 99 | -0.6
CCOc1ccc(NC(=O)CN2C3CCC2CC(=O)NC3)cc1 (centres undefined)
 : 101 | -0.4
COc1ccc(S(=O)(=O)N2CCCC(C(=O)NCCN3CCOCC3)C2)cc1C (centres undefined)
 : 101 | -0.2
C=CCN(CC=C)C(=O)c1cc(-c2ccccc2)nc2ccccc12
 : 105 | 0.9
O=C(Nc1c(C(=O)N2CCN(c3ccccc3F)CC2)oc2ccccc12)c1ccco1
 : 101 | -0.9
CCOC(=O)c1[nH]c(=O)[nH]c1CSCCO
 : 100 | -0.7
COC(=O)c1cc(C23CC4CC(CC(C4)C2)C3)oc1C
 : 100 | 0
Fc1ccccc1CN1CCN(Cc2ccccc2F)CC1
 : 101 | 0
Cc1nc(-c2nnc(-c3ccccc3)o2)c(C(F)(F)F)o1
 : 100 | -0.7
Cc1ccc(C)c(C(=O)OCC(=O)C(C)(C)C)c1
 : 106 | 0.5
CCCc1nn2c(C)c(-c3ccccc3)nc2s1
 : 107 | 0.3
CCn1c(SCCN2CCCC2)nnc1C1CCCN(S(C)(=O)=O)C1 (centres undefined)
 : 102 | 0.1
Nn1c2ccccc2c2ccccc21
 : 103 | 0.3
CSc1ccc(S(=O)(=O)Nc2ccccc2)cc1
 : 103 | 0.3

Reprinted from the results shown for reference:
The line under a structure holds: Polio RdRp inh | Polio RdRp inh FP z-score
Nn1c2ccccc2c2ccccc21
 : 103 | 0.3
CSc1ccc(S(=O)(=O)Nc2ccccc2)cc1
 : 103 | 0.3

(further entries)
The line under a structure holds: Polio RdRp inh | Polio RdRp inh FP z-score
COc1ccc(CNC(=O)c2c(O)nc3c(C)cccn3c2=O)cc1
 : 107 | 0.8
O=C(NCCCc1ccccc1)c1nn(-c2ccccc2F)nc1CO
 : 103 | -0.8
CCc1ccc(NC(=O)C2CCN(c3ccc(Sc4ccc(C)cc4)nn3)CC2)cc1
 : 108 | 0.7
O=C(Nc1ccccc1)N1CCC(C(=O)N2CCc3ccccc3C2)CC1
 : 99 | -0.7
Cc1cc(=O)n2[nH]c(S(C)(=O)=O)nc2n1
 : 98 | -0.4
CNc1nc(Oc2ccc(=O)[nH]n2)nc(N2CCOCC2)n1
 : 104 | -0.2
CCn1c2ccccc2c2nnc(NCCCN3CCN(c4cccc(Cl)c4)CC3)nc21
 : 100 | -0.7
CC(CC(=O)NCc1cccnc1)c1ccccc1 (centres undefined)
 : 103 | 0.5
O=C(c1ccc(Cl)cc1)n1nc(-c2cccnc2)nc1NCc1ccco1
 : 104 | 0.4
S=c1[nH]nc(-c2sc3ccccc3c2Cl)n1CCN1CCOCC1
 : 97 | -0.6
Cc1ccccc1-c1nnn(CC(=O)N2c3ccccc3NC(=O)C2(C)C)n1
 : 102 | -0.1
COC(=O)c1c(NC(=O)c2ccc(Cl)c(Cl)c2)sc2c1CCCC2
 : 109 | 0.6
